# Bioassay records deposited in PubChem BioAssay by Sanford-Burnham Center for Chemical Genomics.
# H9c2 TAG inh – inhibitors of triacylglycerol accumulation; H9c2 cells, Nile Red lipid (TAG) fluorescence; cells loaded with 200 µM oleic acid; inhibition, % at 12.5 µM; 230,000 tested, 0.66% active; AID 651582;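 active = pattern-corrected inhibition of lipid staining of at least 50% with the nuclear-stain viability signal not falling by more than 50%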;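 also: 0% = DMSO wells and 100% = triacsin C control wells; some results filed as inactive read as strong as hits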
# H9c2 TAG inh DAPI viability – recorded beside H9c2 TAG inh, whose call it bears; DAPI nuclei signal change (viability), lower = more cytotoxic, %;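 whole-well DAPI fluorescence read on a plate reader as a viability signal; minus 50 percent equals half of cells still viable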
# Numbers without * were called inactive. Only part of the results is shown; rates above refer to the full screens.
SMILES | H9c2 TAG inh | H9c2 TAG inh DAPI viability
O=c1[nH]c2cc3c(cc2cc1CN(CCCO)C(=S)NCc1ccco1)OCO3 | 4 | 0
Cc1ccc(NC(=O)CSc2ccc(-c3cccnc3)nn2)cc1Cl | -27 | -3
CCOc1ccccc1NS(=O)(=O)c1ccc2oc(=O)ccc2c1 | -2 | -3
Cc1cccc(C(=O)NCC(=O)OCC(=O)N2CCCCC2)c1 | 5 | -8
Cn1cc(C=CC(=O)O)c2nccnc21 | -4 | 1
COc1ccc(CNC(=S)NC(C)CCc2ccccc2)cc1 (centres undefined) | -42 | 10
COc1ccc(S(=O)(=O)N2CCCC(C(=O)NCCC(C)C)C2)cc1 (centres undefined) | -7 | 4
CCc1nc(SCC(=O)Nc2nccs2)c2oc3ccccc3c2n1 | 11 | -1
COc1ccc(N=NC2=C(O)CC(C)(C)CC2=O)cc1 | -29 | 6
O=C(NCc1ccncc1)C(=O)Nc1nccs1 | 4 | -4

# Continuation.
SMILES | H9c2 TAG inh | H9c2 TAG inh DAPI viability
CCC1(c2ccccc2)NC(=O)N(CC(=O)Nc2ccc(OC)nc2)C1=O (centres undefined) | 2 | -6
CN(CC(=O)NCCCN1CCOCC1)S(=O)(=O)c1ccc(Br)cc1 | 2 | -3
CCCCNC(=O)CSc1nnc(-c2ccco2)n1C | 9 | -6
Cc1nc2ccccc2c(=O)n1-c1ccc(F)c(NC(=O)c2cccs2)c1 | 34 | -3
CCCCN(C(=O)CSc1n[nH]c(-c2ccc(C)cc2)n1)c1c(N)n(CCCC)c(=O)[nH]c1=O | -8 | 6
CCc1cccc(CC)c1N1C(=O)C2=C(SCCCS2)C1=O | -17 | 6
CN(C)C(=O)CNc1n[nH]c(=S)[nH]c1=O | 3 | 3
CN(C)CCCNc1nc(N)c([N+](=O)[O-])c(NCCO)n1 | -2 | -4
Oc1c(Cl)cc(Cl)c(Cl)c1CN1CCOCC1 | -11 | -2
C=CCn1c(-c2ccccc2OCC)n[nH]c1=S | -3 | 10

# Following part
SMILES | H9c2 TAG inh | H9c2 TAG inh DAPI viability
CCCCC(=O)Nc1ccc(C)c(S(=O)(=O)N2CCCCCC2)c1 | -14 | 4
O=C(c1ccccc1)c1nn(-c2ccc(Cl)cc2)c(=O)cc1C(F)(F)F | 24 | -5
c1ccc(-c2noc(-c3ccno3)n2)nc1 | -3 | 1
O=C(CN1CCN(C(C(=O)Nc2ccc(F)cc2)c2ccccc2)CC1)NC1CC1 (centres undefined) | -7 | 3
CCOCCCNC(=O)/C(C#N)=C/c1ccccc1F | -7 | 5
COc1cccc(CN(C)C(=O)c2ccc(N3CCCC3)c([N+](=O)[O-])c2)c1 | -3 | 2
Cc1ccc(C(=O)N/N=C2\CCCc3ccccc32)c(C)c1 | 2 | 2
NC(=O)c1nc[nH]c1C(=O)Nc1cccc(C(F)(F)F)c1 | 17 | -17
Cn1cc(S(=O)(=O)N2CCC(C(N)=O)CC2)c(=O)n(C)c1=O | 2 | 2
CCOC(=O)c1[nH]c2cc(OC)c(OC)cc2c1N | 17 | 3

# (further entries)
SMILES | H9c2 TAG inh | H9c2 TAG inh DAPI viability
COc1cc(C(=O)NNC(=O)C2CCC2)cc(OC)c1OC | 5 | -9
O=C(NCCOc1cccnc1)c1ccc(OC2CCN(Cc3ccccn3)CC2)cc1 | -4 | 9
Cn1nccc1/C=C(/C#N)S(=O)(=O)c1ccccc1 | 9 | 1
Cn1c(SCC(=O)Nc2sccc2C#N)nnc1C1CC1 | -7 | -9
CCCN1CCC(=O)N([C@H](CN=[N+]=[N-])Cc2ccccc2)CC1 | -6 | -3
CC1(C)N=C(N)N=C(N)N1c1ccc(OCC(=O)N2CCOCC2)cc1 | 5 | -5
CCCN1CCC(Oc2cccc(C(=O)NCCc3ccccc3)c2)CC1 | 10 | -4
Cc1nc(NC(=S)NC(=O)c2cccs2)ccc1Br | -8 | 8
CC(OC(=O)c1ccc(NS(=O)(=O)c2ccc3[nH]c(=O)[nH]c3c2)cc1)C(=O)Nc1cccc(Cl)c1Cl (centres undefined) | 12 | -5
CCOC(=O)c1sc2ncn(/N=C/c3ccc(O)cc3)c(=O)c2c1C | -6 | 0

# Entries of single compounds, looked up by structure. Values in the order: H9c2 TAG inh	H9c2 TAG inh DAPI viability
# CCCN1CCC(=O)N([C@H](CN=[N+]=[N-])Cc2ccccc2)CC1 across the screens: -6	-3
# CCOC(=O)c1sc2ncn(/N=C/c3ccc(O)cc3)c(=O)c2c1C across the screens: -6	0
# CC1(C)N=C(N)N=C(N)N1c1ccc(OCC(=O)N2CCOCC2)cc1 across the screens: 5	-5
# CCCN1CCC(Oc2cccc(C(=O)NCCc3ccccc3)c2)CC1 across the screens: 10	-4

# Six records picked at random from the list so far, as already listed:
SMILES | H9c2 TAG inh | H9c2 TAG inh DAPI viability
CN(CC(=O)NCCCN1CCOCC1)S(=O)(=O)c1ccc(Br)cc1 | 2 | -3
O=C(c1ccccc1)c1nn(-c2ccc(Cl)cc2)c(=O)cc1C(F)(F)F | 24 | -5
COc1ccc(N=NC2=C(O)CC(C)(C)CC2=O)cc1 | -29 | 6
CCCCNC(=O)CSc1nnc(-c2ccco2)n1C | 9 | -6
CCCCN(C(=O)CSc1n[nH]c(-c2ccc(C)cc2)n1)c1c(N)n(CCCC)c(=O)[nH]c1=O | -8 | 6
Cn1cc(S(=O)(=O)N2CCC(C(N)=O)CC2)c(=O)n(C)c1=O | 2 | 2

# (continued)
SMILES | H9c2 TAG inh | H9c2 TAG inh DAPI viability
O=S(=O)(c1ccccc1)N(Cc1ccccc1)c1ccccn1 | 2 | 7
CCS(=O)(=O)C(=C1Nc2ccccc2N1)S(=O)(=O)CC | -14 | 0
CC(C)OC(=O)c1cccc(C(=O)OCc2ccco2)n1 | -30 | -3
COc1ccc(/C=C2\SC(=N)N(c3nccs3)C2=O)cc1OC | -1 | -2
Cc1onc(-c2ccccc2)c1C(=O)OCC(=O)N(CC(C)C)c1c(N)n(Cc2ccccc2)c(=O)[nH]c1=O | 21 | -13
Cc1cc(C)c2c(N)c(C(=O)Nc3ncc(C)s3)sc2n1 | 7 | 31
C/C(CC(=O)Nc1ccc2c(c1)OCCO2)=N\NC(=O)C(=O)Nc1ccccc1C | -2 | 2
N#Cc1ccc(C(=O)OCCCc2cc3ccccc3c(=O)o2)cc1 | 3 | -4
CCc1ccc(Cc2cnc(NC(=O)C3=NCCN3)s2)cc1 | -5 | 6
Cc1ccccc1CSCC(=O)c1c(N)n(CC(C)C)c(=O)n(C)c1=O | -39 | 3

# (more compounds)
SMILES | H9c2 TAG inh | H9c2 TAG inh DAPI viability
Cn1cnnc1SCC(=O)N1N=C2/C(=C/c3ccco3)CCCC2C1c1ccco1 (centres undefined) | -2 | -4
Clc1ncnc2[nH]ccc12 | 3 | -19
CSc1ncc(Cl)c(C(=O)Nc2ccc(S(=O)(=O)N3CCOCC3)cc2)n1 | 4 | -1
O=C(CCn1cnnn1)N1CCCC(Nc2ccc(F)c(F)c2)C1 (centres undefined) | 2 | -2
Cc1cc(C(=O)NCC2CCCO2)sc1C (centres undefined) | -1 | 6
CC(C)(C)NC(=O)[C@]1(C)CCC[C@@]2(C)C3CC[C@@]4(C)C[C@]3(CCC21)CC4=O (some centres undefined) | 20 | -12
CC(NC(=S)Nc1ccc(S(=O)(=O)N2CCOCC2)cc1)C1CC2CCC1C2 (centres undefined) | -6 | -3
CCOC(=O)COc1cccc2c(=O)n(CC(=O)N3CCN(C(=O)OCC)CC3)ccc12 | -5 | -3
O=[N+]([O-])c1cc([N+](=O)[O-])c(Oc2ccc(Cl)c3cccnc23)cc1NN1CCCCC1 | -21 | 2
O=C(OCc1cn([C@@H]2CN(C(=O)C3CCCCC3)[C@@H](c3ccc(Cl)cc3)C[C@H]2O)nn1)c1ccccc1 | -15 | -4

# (continued)
SMILES | H9c2 TAG inh | H9c2 TAG inh DAPI viability
COC(=O)CCCC(=O)N1CCCC(N(C)CCc2ccccc2)C1 (centres undefined) | -2 | 1
Cc1nnc(SCC(=O)NNC(=O)c2ccco2)n1-c1cccc(Cl)c1 | 6 | 3
CC1CN(CCOCCSc2ccc(Cl)cc2)CC(C)O1 (centres undefined) | -8 | 8
CC1(C)COC(c2cc3c(cc2Br)OCO3)OC1 | 13 | -2
Cc1cn(CC(=O)NCc2ccccc2)c(=O)[nH]c1=O | -14 | 1
CN(C(=O)CSc1nnc(Cc2ccccc2F)n1N)C1CCCCC1 | -7 | -4
COC(=O)COc1ccc(S(=O)(=O)N2CCCCCC2)cc1 | 16 | -9
CCNC(=S)NNC(=O)c1cc(-c2cccc(OC)c2)nc2ccccc12 | 3 | -3
NC(CCc1ccccc1)c1csc(Nc2ccc(C(=O)NCCCO)cn2)n1 (centres undefined) | 19 | 4
CCc1c(O)nc(SCC(=O)Nc2nc3ccccc3s2)n(-c2ccc(C)cc2)c1=O | 11 | -4

# New compounds follow.
SMILES | H9c2 TAG inh | H9c2 TAG inh DAPI viability
COc1ccc(C(=O)OCc2c(C)noc2C)cc1 | -12 | 3
Cc1ccc(NC2CCCN(C(=O)c3ccc(-n4ccnc4)cc3)C2)cc1C (centres undefined) | -7 | 3
N#C/C(=C\C=C\c1ccccc1)C(=O)NCc1cccnc1 | -5 | -4
CCC1Nc2ncnc(N3CCCCC3)c2N(Cc2ccc(Cl)cc2)C1=O (centres undefined) | 10 | -3
COc1ccc(-n2c3c(cc(C(=O)NCc4ccco4)c2=O)C(=O)CC(C)(C)C3)cc1 | 9 | -5
O=C1CSC(=Nc2ccc(Cl)cc2)N1Cc1ccco1 | -10 | 1
Cn1c(=O)c2c(O)c(C=NCc3ccccc3)c(=O)n(C)c2n(C)c1=O | 2 | -2
CC1CCc2sc(C(=O)NCC(c3ccco3)N3CCCCC3)cc2C1 (centres undefined) | -7 | -1
CCC(=O)NCCCCNC(=O)CC | 19 | -3
Cc1ccccc1C(=O)NNC(=O)CCc1ccccc1 | 6 | -3

# (listing goes on)
SMILES | H9c2 TAG inh | H9c2 TAG inh DAPI viability
CCCNC(=O)CCn1c(=S)oc2ccccc21 | 8 | 0
Cc1ccc(Nc2nc(Cl)nc3ncn(C)c23)c(C)c1 | 5 | -1
O=C1CCCC2=C1C(c1cccs1)n1nc(SCc3ccc(C(=O)O)cc3)nc1N2 (centres undefined) | -21 | 12
CC(O)CNc1nc2c(c(=O)n(Cc3ccc(Cl)cc3)c(=O)n2C)n1C (centres undefined) | 0 | 0
O=C(c1cccc(S(=O)(=O)Nc2ccccc2Cl)c1)N1CCN(C(=O)c2ccco2)CC1 | -1 | 3
COc1cccc(-c2nn(-c3ccccc3)cc2C(=O)n2nnc3ccccc32)c1 | 0 | -1
O=C(NCC(=O)N1CCN(S(=O)(=O)c2c(F)cccc2F)CC1)c1ccccc1F | -14 | 4
COc1ccc(-c2ccc(=O)n(CC(=O)NC3CCc4ccccc43)n2)cc1OC (centres undefined) | -9 | -4
CCc1cccc(CC)c1NC(=O)CCCSc1nc2ccccc2s1 | 9 | -14
Nc1nnc(SCC(=O)Nc2ccc(F)c(Cl)c2)n1-c1ccccc1 | -7 | 6

# (list continues)
SMILES | H9c2 TAG inh | H9c2 TAG inh DAPI viability
O=c1oc2ccccc2cc1-c1ccccc1 | 8 | 14
Clc1ccc(C(c2ccccc2)N2CCN(c3ccccn3)CC2)cc1 (centres undefined) | -3 | 10
Cc1cccc2c1cnn2C(=O)CCC(=O)NCc1ccc(F)cc1 | -2 | 2
CSc1nnc(CCCCCCCCc2nnc(SC)o2)o1 | -2 | -7
CC(Sc1cccc[n+]1[O-])C(=O)NC1CCCCC1C (centres undefined) | -12 | 2
Cc1nonc1OCCNCc1c(C(=O)N(C)C)nc2ccc(Cl)cn12 | -3 | -3
O=C(COC(=O)/C=C/c1cccc([N+](=O)[O-])c1)NCCCN1CCCC1=O | 7 | -2
COc1ccc2oc3ccc(OC)cc3c(=O)c2c1 | 0 | 85
Cc1ccc(C(=O)N2CCN(c3ccccc3Cl)CC2)cc1[N+](=O)[O-] | 3 | 3
CCCOc1ccc(N2C(=O)CC(N3CCN(C(=O)c4ccco4)CC3)C2=O)cc1 (centres undefined) | -12 | 12

# (further entries)
SMILES | H9c2 TAG inh | H9c2 TAG inh DAPI viability
CN(CC(=O)Nc1cccc([N+](=O)[O-])c1)S(=O)(=O)c1ccccc1 | 0 | -10
CN1C(=O)N(CC(=O)Nc2nccs2)C(=O)C12CCCCC2 | 4 | -9
O=C(CCn1cnnn1)N1CCCC(Nc2ccc(F)cc2)C1 (centres undefined) | 5 | 0
Cc1ccc(NC(=S)N(Cc2ccc(Br)cc2)Cc2ccc(C(=O)O)cc2)cc1C | 1 | 16
CC(=O)NS(=O)(=O)c1cccnc1Nc1cccc(Cl)c1 | -15 | -3
CC(=O)Nc1ccc2sn(-c3ccccc3)c(=O)c2c1 | 19 | 4
COCCN1C[C@@H](CO)O[C@@H](n2cnc3c(N(C)C)ncnc32)C1 | -6 | 2
CCN(c1ccccc1)S(=O)(=O)c1nnc(NC(=O)c2ccco2)s1 | 18 | -12
CN1CCN(S(=O)(=O)c2ccc(NC(=O)Cc3ccc([N+](=O)[O-])cc3)cc2)CC1 | -6 | 32
COc1cccc(-c2sc3ccccc3c2-c2ccc(OCCN3CCCCC3)cc2)c1 | 41 | -13

# Following part.
SMILES | H9c2 TAG inh | H9c2 TAG inh DAPI viability
O=C(NCC(=O)N(Cc1ccco1)C(C(=O)NC1CCCCC1)c1cccnc1)c1ccco1 (centres undefined) | -7 | 15
COc1ccc(OCC(O)CN2CCCCC2)cc1 (centres undefined) | -16 | 59
CCOCCOC(=O)c1[nH]c2c(c1C)C(=O)CC(c1ccc(N(C)C)cc1)C2 (centres undefined) | 47 | -10
CCOC(=O)C1(C)CCCN(C(=O)c2cccc3ccccc23)C1 (centres undefined) | 12 | -2
CN(C)Cc1nnnn1-c1cccc(-n2nnnc2CN(C)C)c1 | 6 | -2
COc1ccc(N2CCN(C(=O)c3ccc(CNS(=O)(=O)c4cccc(OC)c4)cc3)CC2)cc1 | 0 | 6
Cc1ccc(NC(=O)CCSCCc2ccccn2)cc1 | -13 | 9
Cc1ccc(N2CC(NC(=O)C3CC3)CC2=O)cc1 (centres undefined) | -5 | -9
